# ERK EGF inh: qHTS Assay for Inhibitors of the ERK Signaling Pathway using a Homogeneous Screening Assay; Stimulation with EGF | 130,000 tested, 0.41% active | AID 1454, 2008 | HEK293-V1b, EGF-stimulated phospho-ERK AlphaScreen | Potency, µM (series often up to 11.5 µM), for the others: top-dose activity change, negative = inhibition, actives largely listed as inhibitors; active means well fitted inhibition curve with a large enough effect; inconclusive means small, poorly fitted or top-dose-only effect, or effect the other way;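 further: plate controls were stimulated vehicle wells for no effect and unstimulated vehicle basal for full effect; nearly all actives have a fitted effect of over 55% in size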
#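 HEK293 cells stably expressing V1b receptor, serum-reduced (1% FBS) overnight, pretreated 30 min with compound, then stimulated 5 min with 25 nM EGF; phospho-ERK detected by AlphaScreen SureFire. AC50 from Hill fits, normalized to DMSO and EGF.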
# Numbers without * were called inactive; ? = inconclusive; & = joins results of further samples; [ ] = dose if it differs, or a comment. Potency means the concentration at half of the fitted maximal effect. A portion of the library (hit frequency here may not be typical).
SMILES,ERK EGF inh
N#Cc1cccn1-c1nccc(-c2cccs2)n1,-4%
O=C(c1ccc(-c2cc3ccccc3oc2=O)cc1)N1CCN(c2ccc(Cl)cc2[N+](=O)[O-])CC1,0%
O=C(CN1CCN(Cc2ccccc2)CC1)NC(c1ccccc1)c1ccccc1,0%[57.5 µM]
Cc1cc(C(=O)CN2CCCCC2)c(C)n1-c1ccc(F)cc1,2%
COc1ccccc1N/C=C/C(=C(C#N)C#N)N(C)C,-14%[57.5 µM]
O=C(CCc1nnc(CCC2CCCCC2)o1)NCCc1ccccn1,-9%[57.5 µM]
COc1ccc(C(=O)NCc2cn3c(C)csc3n2)cc1OC,-5%
COc1ccc(-c2csc(C)n2)cc1,7%
COc1cccc(-c2nnc(SCN3C(=O)c4ccccc4C3=O)n2C)c1,0%
COc1ccc(NC(=O)c2nn(C)c(=O)c3ccccc23)cc1S(=O)(=O)Nc1ccccc1Cl,1%
Nc1nc(Cl)nc2c1ncn2[C@@H]1O[C@H](COP(=O)(O)OP(=O)(O)OP(=O)(O)O)[C@H](O)[C@H]1O,5%
N#Cc1c2n(c(=S)n(-c3ccccc3)c1=O)CCCCC2,5%
O=C(COc1ncnc2cc(Cl)ccc12)c1ccc2c(c1)OCCO2,-2%[57.5 µM]
COc1ccc2o/c(=N\O)c(C(=O)Nc3ccc(C)cc3)cc2c1,0%
COC(=O)c1cn(Cc2c(C)cc(C)cc2C)nn1,-5%
Cc1cc(C(=O)NCC23CC4CC(CC(C4)C2)C3)c(C)o1,-5%
Cc1ccc(NC(=O)N2CCC(C(=O)NCc3ccccc3)CC2)cc1,2%
CN(C)c1ncc(CN2CCC(CO)(CCCc3ccccc3)CC2)s1,-5%[57.5 µM]
COC(=O)c1c(C(=O)OC)c(-c2ccc(Cl)cc2)n2c1CS(=O)(=O)C2,-13%
CCc1c(C(=O)NNC(=S)NCC2CCCO2)csc1C (stereo unspecified),3%
COC(=O)c1ccc(OCC(=O)c2ccc(C)c(C)c2)cc1,5%
CCCCNc1c(NC(C)=O)c(=O)oc2ccccc12,1%
COc1ccccc1-c1cn(C(C)(C)C)nc1C,4%
O=C(CNC(=O)c1ccc(S(=O)(=O)N2CCCCC2)cc1)N/N=C/c1ccco1,-4%
Oc1ccc(-c2cn3ccccc3n2)cc1,-3%[57.5 µM]
# Other compounds
SMILES,ERK EGF inh
Cc1ccccc1C(=O)Nc1cc(-c2cc(C(C)(C)C)oc2C)nn1C,-1%[57.5 µM]
CCOC(=O)C1CCCN(C(=O)c2cc3ccccc3oc2=O)C1 (stereo unspecified),10%
CCOc1ccccc1NC(=O)COC(=O)C(CC)c1ccccc1 (stereo unspecified),2%
Cc1cccc(NC(=S)NCCc2ccc(F)cc2)c1C,-6%
CC(=O)CSc1ncnc2scc(-c3ccc(F)cc3)c12,1%
Cc1ccc(C(=O)NNC(=O)CSc2nnc(-c3ccccc3)n2Cc2ccccc2)cc1,0%
Clc1ccccc1CN1CCC(Cc2ccccc2)CC1,-9%
CC(=O)C1=C(O)CC(c2ccccc2)CC1=NCCc1c(C)[nH]c2ccccc12 (stereo unspecified),3%
COCCN1C(=O)c2oc3ccccc3c(=O)c2C1c1ccc(O)c(OC)c1 (stereo unspecified),4%
CCN(CC)C(=O)c1cc(Cl)ccc1NC(=O)c1ccco1,-18%[57.5 µM]
N#C/C(=N/Nc1ccc([N+](=O)[O-])cc1)C(=N)N1CCCCC1,?
COc1cccc(/C=N/NC(=S)NCc2ccco2)c1OC,-9%[57.5 µM]
COc1ccc(C(C)=O)cc1CSc1nncn1C,4%
COc1cc(NC(=O)SC2=NCCS2)cc(OC)c1,20%[57.5 µM]
Cc1ccc(C(=O)NCC2CCCO2)cc1[N+](=O)[O-] (stereo unspecified),-5%
CC1CN(S(=O)(=O)c2cccc(C(F)(F)F)c2)CC(C)O1 (stereo unspecified),7%[57.5 µM]
Cc1c(C#N)sc(C(N)=O)c1C,11%
Cc1ccc2nc(N3CCOCC3)c3nncn3c2c1,-4%
CCOC(=O)c1c(/N=C/c2ccc(C)cc2O)sc2c1CCN(C)C2,-7%[57.5 µM]
COc1ccc(NC(=O)N2CCCC3(CCN(C(=O)c4cccn4C)CC3)C2)cc1,-1%
O=C(NCC1OCCc2ccccc21)c1ccc(NC(=O)c2ccc(Cl)cc2)cc1 (stereo unspecified),3%
COc1ccc(C2C(C(N)=O)=C(C)Nc3nc(-c4ccccc4Cl)nn32)c(OC)c1 (stereo unspecified),-4%
CC(/C=C/c1ccccc1)=N/NC(=O)c1cc([N+](=O)[O-])cc([N+](=O)[O-])c1,29%
Cc1nnc(SCC(=O)NNC(=O)c2ccco2)n1-c1ccccc1,-6%
C[C@@]12CCC3c4ccc(OS(=O)(=O)O)cc4CCC3C1CCC2O (stereo partly specified),27%

# Of the compounds above, 5 contain an aryl thioether with sulfur outside any ring.
SMILES,ERK EGF inh
COc1cccc(-c2nnc(SCN3C(=O)c4ccccc4C3=O)n2C)c1,0%
CC(=O)CSc1ncnc2scc(-c3ccc(F)cc3)c12,1%
Cc1ccc(C(=O)NNC(=O)CSc2nnc(-c3ccccc3)n2Cc2ccccc2)cc1,0%
COc1ccc(C(C)=O)cc1CSc1nncn1C,4%
Cc1nnc(SCC(=O)NNC(=O)c2ccco2)n1-c1ccccc1,-6%

# A draw from above in order of molar mass, ascending.
SMILES,ERK EGF inh
Clc1ccccc1CN1CCC(Cc2ccccc2)CC1,-9%
COCCN1C(=O)c2oc3ccccc3c(=O)c2C1c1ccc(O)c(OC)c1 (stereo unspecified),4%
O=C(NCC1OCCc2ccccc21)c1ccc(NC(=O)c2ccc(Cl)cc2)cc1 (stereo unspecified),3%

# Further records:
SMILES,ERK EGF inh
CCOC(=O)N1CCN(C(=O)c2cn(C)c3ccc(S(=O)(=O)N4CCC(C)CC4)cc3c2=O)CC1,-12%
COc1ccc2c(c1OC)C(=O)OC2Nc1nc(-c2ccc(-c3ccccc3)cc2)cs1 (stereo unspecified),9%
CCOc1ccc2ccccc2c1/C=N/NC(=O)CNC(=O)Cc1ccccc1,-2%
CCN(CC)c1ccc(/C=N/NC(=O)c2ccc3nc[nH]c3c2)cc1,1%[57.5 µM]
Cc1ccccc1-c1nnn(CC(=O)Nc2ccc3c(c2)OCCO3)n1,12%
COC(=O)[C@@]1(Cc2ccc(F)cc2)[C@H]2c3cc(C(=O)N(C)C)n(Cc4ccc(OC)c(OC)c4)c3C[C@H]2CN1C(=O)c1ccccc1,-2%&0%
O=C(CSc1nc2cccnc2n1Cc1ccccc1)NC1CCCCC1,-6%
Cc1nc2nc[nH]n2c(=O)c1NS(=O)(=O)c1ccc(F)cc1,-4%
Fc1ccccc1/C=N/Nc1nc(-c2ccccn2)nc2ccccc12,?
COc1ccc(OC)c(NC(=O)CSc2nnc(C3CCCCC3)o2)c1,-1%
CCCn1c(=O)c(C(=O)NNS(=O)(=O)c2ccc(Cl)cc2)c(O)c2ccccc21,5%
Cc1cc(C)cc(NC(=O)c2ccc([N+](=O)[O-])o2)c1,8%
O=C(CSc1oc(-c2ccco2)nc1S(=O)(=O)c1ccccc1)NCC1CCCO1 (stereo unspecified),-1%
Cc1cccc(NC(=O)c2ccc([N+](=O)[O-])s2)c1C,7%
O=c1ccc(N=Nc2ccccc2)ccc1O,?
O=c1c(O)c(-c2ccc(O)cc2)oc2ccc(O)cc12,-12%
O=C(CC1S/C(=N/N=C/C=C/c2ccccc2)NC1=O)Nc1ccc(C(=O)O)cc1 (stereo unspecified),0%
COC(=O)c1sc(NC(=O)c2c(F)cccc2F)c(C#N)c1C,7%[57.5 µM]
O=S1(=O)C[C@H]2NC(=S)N(c3ccccc3)[C@H]2C1,-6%
O=C(N[C@@H](c1ccccc1)[C@@H]1C[C@H]1C(=O)NCc1ccccc1)OCc1ccccc1,0%
CCN(CCNC(=O)C1CCN(S(=O)(=O)c2c(C)noc2C)CC1)c1ccccc1,1%[57.5 µM]
O=C(Nc1cccc(NC(=O)c2ccco2)c1)c1ccc2c(c1)OCCO2,-5%
CCCOc1ccccc1N1C(=O)CC(N(O)c2ccccc2)C1=O (stereo unspecified),-14%
CC(C)(C)OC(=O)N1CCC(C(N)=O)CC1,2%
CSC(=N/N=C(\N)c1cnccn1)SC,-2%
# Further entries follow:
SMILES,ERK EGF inh
CCCc1c(C(=O)NNc2ccccc2OC)cnn1-c1ccccc1,?
O=C(NN1CCOCC1)c1cccc2ccccc12,8%
c1ccc(-c2nccc(-c3ccco3)n2)nc1,-7%
CCOc1ccc(NC(=S)N2CCN(c3ccc(N4CCOCC4)nn3)CC2)cc1,-1%
CC(O)CNCCCOc1ccc(Cl)cc1C(C)(C)C (stereo unspecified),?
COCCCNC(=O)CCn1c(=O)c2ccccc2n(CC(=O)NCCc2ccc(OC)c(OC)c2)c1=O,-3%
CCCCC1S/C(=N/N=C/c2ccco2)NC1=O (stereo unspecified),-1%
CC(=O)c1ccc(N2CCN(C(=O)Nc3ccc(Cl)cc3)CC2)cc1,3%
Cc1c(C(=O)C(=O)NCc2cccs2)c2ccccc2n1C,-4%
COc1cccc(/C=C2\SC(=S)N(N3C(=O)CCCC3=O)C2=O)c1,?
O=C(/C=C/c1ccccc1)Nc1ccc(CN2CCOCC2)cc1,-3%
CC(=O)c1ccc(N2CCN(C(=O)CCN3C(=S)NC(C)(C)CC3C)CC2)cc1 (stereo unspecified),-4%
COc1ccc(CC(=O)NCc2nn(-c3ccccc3)nc2C)cc1OC,-3%[57.5 µM]
O=C(/C=C/c1ccccc1)OC1CC(O)C2(O)C=CO[C@@H](OC3OC(CO)C(O)C(O)C3O)C12 (stereo partly specified),18%
N/C(=N\OC(=O)c1ccc2c(c1)OCO2)c1ccncc1,-3%[57.5 µM]
N#CCC(=O)Nc1ncc(Cc2ccccc2Cl)s1,-1%
C=CCn1c(SCC(=O)NC(=O)c2cccn2C)nc2ccccc2c1=O,5%
O=C(NCc1ccncc1)C1=NN(c2ccccc2)C(=O)CC1,1%
COC(=O)N/N=C(\C)c1ccc2ccccc2c1OC(F)F,10%
CCc1c(C)nc2ccc(Br)cc2c1SCCC#N,0%
Cc1cc(C)cc(OC(=O)CCN2C(=O)C3C4C=CC(C5CC45)C3C2=O)c1 (stereo unspecified),-10%
CCN(C(=O)CSc1nnc(C)n1-c1ccccc1)C1CCS(=O)(=O)C1 (stereo unspecified),1%
CC1(C)Cc2c(sc3c2c(=O)n(-c2cccc(Cl)c2)c(=O)n3CC(N)=O)CO1,1%[57.5 µM]
COC(=O)/C(=N/Nc1cccc(C)c1)N1CCCc2ccccc21,-2%
CC(=O)C1=C(O)C(=O)N(CCc2ccccc2)C1c1ccccc1[N+](=O)[O-] (stereo unspecified),-7%

# Quoted from the listing:
# ERK EGF inh with C=CCn1c(SCC(=O)NC(=O)c2cccn2C)nc2ccccc2c1=O is entered as 5%
# ERK EGF inh with N/C(=N\OC(=O)c1ccc2c(c1)OCO2)c1ccncc1 is entered as -3%[57.5 µM]
# ERK EGF inh with O=C(/C=C/c1ccccc1)Nc1ccc(CN2CCOCC2)cc1 is entered as -3%
# ERK EGF inh with CC(=O)c1ccc(N2CCN(C(=O)Nc3ccc(Cl)cc3)CC2)cc1 is entered as 3%
# ERK EGF inh with CCc1c(C)nc2ccc(Br)cc2c1SCCC#N is entered as 0%

# Other entries
SMILES,ERK EGF inh
COc1cc(NC(=O)COc2ccc(-n3ccnc3)cc2)cc(OC)c1,1%
COc1ccc(C(=O)NCc2ccccn2)cc1,2%
CCN1C(=O)/C(=c2\s/c(=C3\Sc4ccccc4N3C)c(=O)n2C)N(C)C1=S,11%
COc1cccc(NC(=O)C2CC(=O)N/C(=N/NC(=O)c3ccc(C)cc3)S2)c1 (stereo unspecified),-11%[57.5 µM]
N#CCCn1c(=O)c(-c2cccs2)nc2cnc(Oc3ccccc3)nc21,5%
COC(CNC(=O)c1ccc(N2CCc3ccccc32)c([N+](=O)[O-])c1)OC,?
COc1cc(C(=O)Nc2ccc(S(=O)(=O)Nc3cc(C)nc(C)n3)cc2)cc(OC)c1OC,-7%
CCC1CCCCN1CC(=O)c1c(C)[nH]c2ccc(OC)cc12 (stereo unspecified),-12%[57.5 µM]
COc1ccc(C(=O)N2c3ccccc3C=CC2C#N)cc1 (stereo unspecified),-1%
CCN1CCN(c2nc(Nc3cccc(F)c3)nc(N)c2[N+](=O)[O-])CC1,0%[57.5 µM]
COCCn1c(Cc2ccccc2)nnc1SCC(=O)N1CCOCC1,-1%
Cc1cc(OCC(=O)O/N=C(\N)c2ccccc2)ccc1Br,-21%
Cc1cc(Oc2ccc(=O)n(C)n2)nc(SCC(N)=O)n1,5%[57.5 µM]
O=c1cc(-c2cccc3ccccc23)[nH][nH]1,4%
Cc1ccc(-c2csc3ncnc(SCc4ccc(C(=O)O)cc4)c23)cc1,-17%
CC(C)S(=O)(=O)c1csc(C(=O)NN)c1Cl,-5%[57.5 µM]
COc1ccc(S(N)(=O)=O)cc1N(C)S(=O)(=O)c1ccccc1,-3%
CCN(CC)S(=O)(=O)c1cccc(C(=O)c2c(C)cc3ccccn23)c1,3%
O=C(O)c1ccc(/C=N/Nc2cccc(C(F)(F)F)c2)cc1,9%
CCC(=O)Nc1sc2c(c1C(N)=O)CCN(C(C)=O)C2,4%
O=C(NC(=S)Nc1ccc(CN2CCCCC2)cc1)c1ccco1,-11%
NC(=O)c1ccsc1NC(=O)Cc1ccc([N+](=O)[O-])cc1,-8%
O=C(c1cc(-c2ccccn2)nc2ccccc12)N1CCN(c2ncccn2)CC1,4%
COc1ccc(-c2cc(C(F)F)n3ncc(C(=O)Nc4cc(C)on4)c3n2)cc1,28µM*

# Random excerpt: 2 compounds from above, in no set order.
SMILES,ERK EGF inh
COc1cccc(/C=N/NC(=S)NCc2ccco2)c1OC,-9%[57.5 µM]
CC1CN(S(=O)(=O)c2cccc(C(F)(F)F)c2)CC(C)O1 (stereo unspecified),7%[57.5 µM]
